NCI-60 one-dose screen, 48 h, at 10 µM unless noted. Numbers give growth in % (100 = growth as untreated, 0 = no growth, -100 = all killed).
KM12 = KM12 colon cancer cells; 82,000 compounds, 5% hits
HT29 = HT29 colon cancer; 81,000 compounds, 7.4% hits; AID 1794748
OVCAR-4 = OVCAR-4 ovarian cancer cells. 80,000 compounds, 3.7% hits
SK-OV-3 = SK-OV-3 ovarian cancer cells; 80,000 compounds, 3.2% hits; AID 1794785
COLO 205 = COLO 205 colon cancer; 79,000 compounds, 7.3% hits; AID 1794742
SW-620 = SW-620 colon cancer; 82,000 compounds, 5.2% hits
HCT-116 = HCT-116 colon cancer; AID 1794798; 82,000 compounds, 7.3% hits
HCT-15 = HCT-15 colon cancer. 82,000 compounds, 5.2% hits
IGROV1 = IGROV1 ovarian cancer. 79,000 compounds, 4.7% hits
* marks the source's active call; other numbers are inactive results; nt = not tested or not shown. The calls were made as follows: active = growth percent below 10; inactive = the rest.

SMILES | KM12 | HT29 | OVCAR-4 | SK-OV-3 | COLO 205 | SW-620 | HCT-116 | HCT-15 | IGROV1
O=C(O)c1ccc(CNC(=O)c2ccccc2Nc2ccnc(C(F)(F)F)c2)cc1 | 105 | 104 | 99 | 105 | 108 | 97 | 95 | 106 | 97
O=C(COc1ncnc2sc3c(c12)CCCC3)NNC(=O)c1ccc([N+](=O)[O-])cc1 | 102 | 103 | 104 | 113 | 118 | 100 | 102 | 97 | 99
O=C(O)c1cc(S(=O)(=O)Cl)ccc1Cl | 110 | 100 | 114 | 107 | 117 | 108 | 104 | 96 | 113
COc1ccc(Nc2ncc3c(n2)CCc2cnc(C)nc2-3)cc1 | 100 | 108 | 95 | 93 | 112 | 102 | 95 | 104 | 79
O=C(C=NC(=O)c1ccccc1)/C=C(\O)c1ccccc1 | 105 | 105 | 100 | 106 | 120 | 101 | 97 | 98 | 98
CC(C)(C)C(=O)Nc1ccccc1 | 107 | 107 | 101 | 107 | 110 | 97 | 103 | 108 | 109
Cc1[nH]c2ccccc2c1/C=N/Nc1ncnc2sc3c(c12)CCN(CC(=O)OC(C)(C)C)C3 | 76 | 42 | 104 | 108 | 63 | 60 | 41 | 30 | 80
CC(=O)Nc1nnc(SCc2c(C)cc(C(C)(C)C)cc2C)s1 | 95 | 45 | 85 | 108 | 101 | 97 | 89 | 78 | 96
CCOc1nc(-c2ccccc2)cc2c(O)c(C(=O)NN)[nH]c(=O)c12 | 104 | 114 | 100 | 113 | 121 | 97 | 102 | 106 | 55
N#Cc1cc(-c2ccccc2)[nH]c1-c1nccc2ccccc12 | 93 | 83 | 52 | 84 | 122 | 110 | 73 | 80 | 96
CC1(C)CC[C@]2(C(=O)O)CC[C@]3(C)C(=CCC4[C@@]5(C)C[C@@H](O)[C@@H]6OC(c7cccc(F)c7)OC[C@@]6(C)C5CC[C@]43C)C2C1 (stereo not given in full) | 21 | 28 | 55 | 83 | 15 | 31 | 9.3* | 23 | 75
C=CC(=O)N1CCC[C@H](n2c(=O)n(-c3ccc(Oc4ccccc4)cc3)c3c(N)ncnc32)C1 | 92 | 69 | 85 | 3.0* | 93 | 97 | 74 | 98 | 31
CCOC(=O)C1=C(C(=O)c2ccc(C)cc2)C(c2cccc(O)c2)NC(=S)N1 (stereo not given) | 107 | 109 | 111 | 95 | 110 | 101 | 104 | 114 | 104
O=C1Nc2ccc(Cl)cc2C1=O | 122 | 102 | 95 | 89 | 112 | 99 | 91 | 100 | 71
CC12CC3(C)CC(C)(C1)CC(C(Cl)C(=O)O)(C2)C3 (stereo not given) | 111 | 102 | 116 | 100 | 113 | 102 | 98 | 95 | 96
CCOC(=O)CNC(=O)CN(Cc1ccccc1)C(=O)[C@@]1(C)CCC[C@]2(C)[C@H]3CC4C(C(C)C)=C[C@]3(CC[C@H]21)[C@@H]1C(=O)CCC(=O)[C@H]41 | 78 | 41 | 49 | 97 | 79 | 50 | 37 | 18 | 18
CCc1nnc2n1N=C(c1ccc(Cl)cc1)CS2 | 103 | 104 | 98 | 111 | 114 | 101 | 107 | 90 | 90
COc1cc2oc(-c3cccc(C(=O)Nc4ccncc4)c3)cc(=O)c2c(OC)c1OC | 77 | 91 | 113 | nt | 96 | 93 | 87 | 102 | 88
CCOC(=O)c1c(NS(=O)(=O)c2ccccc2[N+](=O)[O-])sc2c1CCCC2 | 106 | 110 | 108 | nt | nt | 105 | 100 | 96 | 110
COc1ccc(OC)c(C(=O)c2coc3ccc(OC)cc23)c1 | 88 | 96 | 88 | 111 | 106 | 90 | 96 | 84 | nt
Brc1cscc1Br | 106 | 109 | 123 | 104 | 114 | 98 | 116 | 99 | 97
CCOC(=O)CC(=O)CC(=O)OCC | 126 | 96 | 102 | 110 | 119 | 107 | 106 | 113 | 110
O=C(NNc1nc2ccccc2nc1/C=C/c1ccc([N+](=O)[O-])cc1)Nc1cccc(Cl)c1 | 43 | 62 | 77 | 82 | 81 | 57 | 45 | 71 | 44
Cc1[nH]c(=S)sc1C | 91 | 115 | 101 | 107 | 94 | 94 | 97 | 102 | nt
O=c1sc2cc3ccccc3nc2n1-c1ccc([N+](=O)[O-])cc1 | 101 | 102 | 103 | 108 | 125 | 102 | 109 | 97 | 105
CCN(CC)c1ccc(/C=C/C(=O)c2ccc(Nc3nc(Nc4ccccc4)nc(Nc4ccccc4)n3)cc2)cc1 | 45 | 50 | 58 | 77 | 28 | 70 | 50 | 32 | 48
CC1(C)SC(C(NC(=O)Cc2ccccc2)C(=O)O)NC1C(=O)O (stereo not given) | 99 | 97 | 93 | 100 | 106 | 99 | 99 | 102 | 102
O=C(c1ccccc1)c1c(-c2ccccc2)oc2ccccc2c1=O | 100 | 100 | 98 | 103 | 110 | 104 | 96 | 111 | 101
COc1ccc2[nH]c(O)c(N=NC(=O)c3ccc(NS(C)(=O)=O)cc3)c2c1 | 95 | 103 | 102 | 111 | 123 | 102 | 102 | 95 | 115
COc1ccc(NC(=O)N(O)C2(C#N)CCCCC2)cc1 | 107 | 98 | 111 | 104 | 108 | 98 | 102 | 99 | 132
CC1=C(O)c2ccccc2C(=O)C1=O | 103 | 103 | 114 | 107 | 107 | 97 | 108 | 105 | 108
CC(=O)OCc1cc(Cl)cc(COC(C)=O)c1OC(C)=O | 101 | 103 | 96 | 99 | 107 | 94 | 90 | 104 | 101
CCOC(=O)c1c(C)nc(Nc2nc3ccccc3s2)nc1-c1ccc(Cl)cc1Cl | 99 | 96 | 111 | 105 | 107 | 103 | 102 | 105 | 108
Cc1cc2[nH]c(=O)[nH]c2cc1C | 105 | 104 | 102 | 104 | 105 | 106 | 110 | 95 | 104
Cc1ccc(C(OC(=O)C2CCc3cc(F)ccc3O2)C(=O)NC(C)(C)C)cc1 (stereo not given) | 50 | 79 | 45 | 84 | 64 | 76 | 56 | 86 | 52
C=C(C)[C@@H]1CC[C@]2(C(=O)N3CCN(C)CC3)CC[C@]3(C)[C@H](CC[C@@H]4[C@@]5(C)C/C(=C/c6cccnc6)C(=O)C(C)(C)[C@@H]5CC[C@]43C)[C@@H]12 | 55 | 21 | 49 | 84 | 65 | 48 | 25 | 44 | 96
COc1cnc2c(c1)C(=O)c1c-2n(CCCNCCN2CCOCC2)c(=O)c2cc([N+](=O)[O-])ccc12 | -38* | 1.2* | -13* | -13* | -2.8* | -55* | -60* | 0.8* | 16
COc1ccc(C2C(C(=O)Nc3ccc(F)cc3)=C(C)NC3=C2C(=O)CC(C)(C)C3)cc1 (stereo not given) | 104 | 108 | 91 | 107 | 108 | 101 | 106 | 105 | nt
CCCCCCCC/C=C\CCCCCCCC(=O)OCCCCC | 103 | 119 | 114 | 122 | 117 | 114 | 105 | 106 | 99
COc1ccc(-c2cn(CC(=O)Nc3nc4ccccc4s3)nn2)cc1 | 112 | 107 | 119 | 112 | 113 | 108 | 106 | 110 | 102
FC(F)(F)Oc1cccc(-c2cnc3ccc(-c4ccncc4)nn23)c1 | 8.6* | 15 | 47 | -19* | 16 | 23 | 11 | 8.4* | 12
CCN1C(=O)N(CC)C2C1NN=c1s/c(=C3\C(=O)N(C4CCCC4)c4ccccc43)c(=O)n12 (stereo not given) | 11 | 1.3* | 46 | nt | -29* | 29 | 0.8* | 16 | 32
CC(C)[C@@H](C)/C=C/[C@@H](C)[C@H]1CCC2=C3C=CC4=CC(=O)CC[C@]4(C)[C@H]3CC[C@@]21C | 104 | 74 | 101 | 105 | 105 | 109 | 93 | 100 | 110
CCNC(=S)n1nc(-c2cc(OC)c(OC)c(OC)c2)nc1N | 106 | 106 | 98 | 118 | nt | 99 | 94 | 102 | 96
O=S(=O)(NC1CCN(Cc2ccccc2)CC1)c1ccc2ccccc2c1 | 73 | 40 | 85 | 90 | 91 | 61 | 30 | 67 | 60
ClC(Cl)c1ccccc1C(Cl)(Cl)Cl | 107 | 111 | 108 | 112 | 109 | 111 | 101 | 124 | 109
CC1(C)CC(=O)c2c(nn(-c3ccc(Br)cc3)c2-c2cn(-c3ccccc3)nc2-c2ccc(N)cc2)C1 | 110 | 109 | 102 | 103 | 114 | 103 | 96 | 92 | 103
CCNC(=S)NNC(=S)N/N=C/c1cc(OC)c(OC)c(OC)c1 | 94 | 105 | 108 | 106 | 106 | 98 | 98 | 99 | 102
Cc1c(C(=O)/C=C/Nc2c(Cl)cc(S(N)(=O)=O)cc2Cl)sc2nc3ccccc3n12 | 101 | 108 | 116 | 111 | 110 | 101 | 105 | 105 | 111
CCNC | 112 | 100 | 115 | 104 | 110 | 93 | 99 | 104 | 125
Later entries:
SMILES | KM12 | HT29 | OVCAR-4 | SK-OV-3 | COLO 205 | SW-620 | HCT-116 | HCT-15 | IGROV1
Cc1c(Br)sc2ccccc12 | 100 | 97 | 121 | 95 | 106 | 109 | 95 | 95 | 106
O=S(=O)(c1ccc(Cl)cc1)c1nc(-c2ccccc2)oc1S(=O)(=O)c1ccc(Cl)cc1 | 93 | 90 | 93 | 94 | 102 | 47 | 59 | 47 | 92
CCCCCCN(CCCCCC)CCC(=O)Nc1ccc(S(=O)(=O)c2ccc(NC(=O)CCN(CCCCCC)CCCCCC)cc2)cc1 | 89 | 30 | 78 | 84 | 74 | 85 | 61 | 73 | 84
C=CCOC1=C(c2ccccc2)[C@H](CCCCC)N(CC=C)C1=O | 90 | 60 | 68 | 92 | nt | 94 | 68 | 88 | 66
O=P(OCC1CCCO1)(OCC1CCCO1)OCC1CCCO1 (stereo not given) | 103 | 99 | 98 | 91 | 97 | 105 | 104 | 92 | 93
O=[N+]([O-])/C(=C\c1ccco1)c1ccccc1 | 97 | 96 | 94 | 67 | 89 | 103 | 76 | 100 | 104
N#Cc1cccc(/C=C(/C(=O)c2ccccc2)c2ccccc2)c1 | 22 | 70 | 51 | 110 | 97 | 7.4* | 26 | 19 | 74
CC(=O)NC1(C#N)c2ccccc2-c2ccccc21 | 105 | 101 | 107 | 97 | 104 | 94 | 99 | 101 | 108
COc1ncc(-c2ccc3nccc(C#CCCCCC(=O)NO)c3c2)cc1NS(=O)(=O)c1ccc(F)cc1F | 9.8* | 7.0* | 25 | nt | -44* | -31* | -50* | 25 | -22*
COc1cc2c(cc1OC)C1CC(=O)C(CC(C)C)CN1CC2 (stereo not given) | 103 | 100 | 122 | 100 | 100 | 104 | 100 | 102 | 114

10 entries out of the list, arranged by length of the SMILES, low to high.
SMILES | KM12 | HT29 | OVCAR-4 | SK-OV-3 | COLO 205 | SW-620 | HCT-116 | HCT-15 | IGROV1
CCNC | 112 | 100 | 115 | 104 | 110 | 93 | 99 | 104 | 125
Cc1c(Br)sc2ccccc12 | 100 | 97 | 121 | 95 | 106 | 109 | 95 | 95 | 106
CC(=O)NC1(C#N)c2ccccc2-c2ccccc21 | 105 | 101 | 107 | 97 | 104 | 94 | 99 | 101 | 108
O=[N+]([O-])/C(=C\c1ccco1)c1ccccc1 | 97 | 96 | 94 | 67 | 89 | 103 | 76 | 100 | 104
COc1cc2c(cc1OC)C1CC(=O)C(CC(C)C)CN1CC2 (stereo not given) | 103 | 100 | 122 | 100 | 100 | 104 | 100 | 102 | 114
N#Cc1cccc(/C=C(/C(=O)c2ccccc2)c2ccccc2)c1 | 22 | 70 | 51 | 110 | 97 | 7.4* | 26 | 19 | 74
C=CCOC1=C(c2ccccc2)[C@H](CCCCC)N(CC=C)C1=O | 90 | 60 | 68 | 92 | nt | 94 | 68 | 88 | 66
Cc1c(C(=O)/C=C/Nc2c(Cl)cc(S(N)(=O)=O)cc2Cl)sc2nc3ccccc3n12 | 101 | 108 | 116 | 111 | 110 | 101 | 105 | 105 | 111
O=S(=O)(c1ccc(Cl)cc1)c1nc(-c2ccccc2)oc1S(=O)(=O)c1ccc(Cl)cc1 | 93 | 90 | 93 | 94 | 102 | 47 | 59 | 47 | 92
COc1ncc(-c2ccc3nccc(C#CCCCCC(=O)NO)c3c2)cc1NS(=O)(=O)c1ccc(F)cc1F | 9.8* | 7.0* | 25 | nt | -44* | -31* | -50* | 25 | -22*

(further entries)
SMILES | KM12 | HT29 | OVCAR-4 | SK-OV-3 | COLO 205 | SW-620 | HCT-116 | HCT-15 | IGROV1
NC(=O)c1cnc2ccc(C(=O)/C=C/c3ccc(Cl)cc3)cc2c1Nc1ccc(Cl)cc1 | 108 | 105 | 87 | 105 | 99 | 90 | 100 | 99 | 109
CCc1nn2c(-c3cc(OC)c(OC)c(OC)c3)c(-c3cc(OC)c(OC)c(OC)c3)nc2s1 | 100 | 70 | 73 | 59 | 95 | 86 | 72 | 78 | 89
CCCC(C)(C)COC(=O)COc1ccccc1 | 101 | 93 | 113 | 96 | 106 | 109 | 89 | 103 | 102
NNC(=O)CCc1ccncc1 | 103 | 90 | 108 | 99 | 105 | 103 | 98 | 108 | 107
C[C@@]1(O)c2ccccc2N2C(=O)C(=O)N3[C@H](c4cccnc4)[C@@]45C=C[C@@]23[C@H]1[C@@H]4CC(=O)N5 | 103 | 107 | 107 | 103 | 121 | 108 | 102 | 105 | 99
C[C@H]1OCC2(CCN(c3cnc(C(=O)Nc4cc(F)cc5cccnc45)cn3)CC2)[C@H]1N | 82 | 30 | 10 | 99 | 13 | 4.8* | 14 | 14 | 20
COc1ccc(C(=O)/C=C/c2ccc(N3CCCCC3)cc2)cc1OC | 99 | 95 | 65 | 107 | 100 | 102 | 83 | 95 | 95
COc1ccc(C2=NN(c3ccccc3)C(c3cccc(Nc4ccnc5cc(Cl)ccc45)c3)C2)cc1 (stereo not given) | 92 | 82 | 80 | 85 | 83 | 97 | 69 | 76 | 77
COC(=O)CSSCc1ccc([N+](=O)[O-])cc1 | 94 | 107 | 104 | 104 | 103 | 75 | 98 | 99 | 108
CCOC(=O)C1=C(C(=O)c2ccccc2)C(c2cccc([N+](=O)[O-])c2)C(C(=O)c2ccccc2)=C(C(=O)OCC)N1 | 76 | 94 | 92 | 97 | 114 | 70 | 38 | 66 | 98

High-throughput results: PubChem BioAssay, NCI
